Source: PubChem
MrgX1 antagonist: human MrgX1 receptor antagonism, primary screen; Q96LB2; MRGX1-HEK293 calcium flux, Fluo-4, BAM8-22 antagonism; active compounds read low; hit rate 1.3% among 310,000; B-score at 10 µM;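 active means calcium-response B-score plate-corrected more than 3 library SD below zero, starting fluorescence within 5 deviations, no agonist response on first addition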;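 further: peak minus trough fluorescence over baseline after final BAM8-22 challenge near maximal dose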
TRPC4 block: blocks the mouse TRPC4 cation channel. Q9QUQ5. HEK293 TRPC4beta/mu-opioid, DAMGO-evoked Fluo4 calcium flux; active compounds read low. B-score at 10 µM. hit rate 0.39% among 300,000. AID 2247;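 active means B-score over 3 SD under the library average, no early fluorescence shift, positive overall ratio signal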
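Assay system: HEK293 cells with stable TRPC4beta plus mu-opioid receptor expression. Dosing: single dose. Measured by: Fluo4 Ca2+ flux fluorescence. Also added: DAMGO in two steps, submaximal then maximal. Read-out: B score from integrated Fluo4 fluorescence ratio.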
MrgX1 ag: human MrgX1 receptor agonism, primary screen | Q96LB2 | MrgX1-HEK293 cells, Fluo-4 calcium fluorescence, agonist mode; active compounds read high | B-score at 10 µM | hit rate 0.44% among 310,000 | AID 588627;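 active means calcium response B-score plate-corrected fluorescence ratio at least 3 library SD, with starting fluorescence B-score inside 5 SD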
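System: HEK293 cells stably expressing human MrgX1 receptor; Dosing: test compound in the initial addition of three; Schedule: overnight plating, then 30 min 37 °C plus 30 min room-temperature dye loading; Detection: kinetic calcium dye fluorescence, Fluo-4 NW; Controls: per-plate positive and negative controls for Z′ factor.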
TRPC4 potent: allosterically enhances the mouse TRPC4 cation channel; B-score at 10 µM; hit rate 0.42% among 310,000; Q9QUQ5; HEK293 TRPC4beta/mu-opioid, DAMGO EC20, Fluo-4 Ca2+ flux; active compounds read high;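 active means B-score of calcium response area above 5 SD of library B-scores, with initial fluorescence ratio within 5 SD of library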;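 further: B-score of integrated fluorescence ratio over time as area under calcium response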
MrgX1 PAM: allosterically activates human MrgX1 receptor signaling. B-score at 10 µM. MrgX1-HEK293, Fluo-4 calcium flux, FDSS; active compounds read high. AID 588675. hit rate 0.63% among 310,000;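 active means plate-corrected calcium response at least 3 library SD above typical, normal starting fluorescence, not activating the receptor alone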;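 further: compound read alongside a low EC10 to EC30 dose of BAM8-22 agonist; peak minus trough fluorescence over baseline measured at the second addition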
RGS4 inh: inhibitors of human RGS4; HEK293 M3R/RGS4 inducible, Fluo-4 calcium flux; active compounds read high; triggered by carbachol at its EC20; B-score at 10 µM; hit rate 0.45% among 310,000; AID 463165;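 active means B-score, a plate-corrected calcium signal, over three deviations above library mean, with baseline fluorescence within five deviations of library mean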;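 further: RGS4 expression induced by doxycycline in cells with stable M3 receptor; B-score is computed from the integrated fluorescence ratio over baseline after carbachol; higher B-score means a larger calcium signal and so more RGS4 inhibition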
ANO1 block: mouse TMEM16A channel inhibition, primary screen | hit rate 1.2% among 310,000 | Q8BHY3 | AID 588511 | HEK293 TMEM16A/YFP iodide influx fluorescence, ionomycin | normalized B-score (activity score, 25-100; higher = stronger inhibition) at 10 µM;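 active means ratio plate-corrected score three or more library SD toward inhibition, starting fluorescence score within five deviations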;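 further: score derived from kinetic fluorescence span divided by baseline fluorescence per well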
Target sequence (Q8BHY3 whole entry, looked up): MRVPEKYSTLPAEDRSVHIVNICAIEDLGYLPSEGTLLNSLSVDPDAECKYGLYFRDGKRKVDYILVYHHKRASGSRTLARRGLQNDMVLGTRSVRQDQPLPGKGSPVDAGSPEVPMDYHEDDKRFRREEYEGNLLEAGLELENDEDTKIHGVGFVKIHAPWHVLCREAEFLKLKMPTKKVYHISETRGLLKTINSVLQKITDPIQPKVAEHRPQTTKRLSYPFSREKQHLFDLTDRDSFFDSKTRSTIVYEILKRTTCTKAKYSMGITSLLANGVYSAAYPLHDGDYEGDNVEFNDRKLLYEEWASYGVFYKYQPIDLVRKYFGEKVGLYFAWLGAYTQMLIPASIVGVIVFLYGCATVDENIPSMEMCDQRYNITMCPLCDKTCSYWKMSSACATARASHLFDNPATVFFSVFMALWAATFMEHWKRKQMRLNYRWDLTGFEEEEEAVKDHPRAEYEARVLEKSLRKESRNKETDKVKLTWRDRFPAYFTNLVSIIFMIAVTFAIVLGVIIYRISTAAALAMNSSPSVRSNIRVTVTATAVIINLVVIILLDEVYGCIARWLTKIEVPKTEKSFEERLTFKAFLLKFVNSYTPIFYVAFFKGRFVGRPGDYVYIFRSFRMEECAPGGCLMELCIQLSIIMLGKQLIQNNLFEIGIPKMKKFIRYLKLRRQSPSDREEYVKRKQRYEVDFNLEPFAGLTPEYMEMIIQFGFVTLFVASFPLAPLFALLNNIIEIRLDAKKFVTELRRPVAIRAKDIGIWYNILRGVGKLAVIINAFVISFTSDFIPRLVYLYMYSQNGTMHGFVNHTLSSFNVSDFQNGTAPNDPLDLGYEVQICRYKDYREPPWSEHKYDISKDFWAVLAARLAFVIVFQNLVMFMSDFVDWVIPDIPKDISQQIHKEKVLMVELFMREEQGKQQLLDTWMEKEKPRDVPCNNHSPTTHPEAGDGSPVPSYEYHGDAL
TRPC6 activator: activates the mouse TRPC6 cation channel. Q61143. HEK293-TRPC6 membrane potential dye fluorescence; active compounds read high. B-score at 10 µM. hit rate 0.13% among 310,000;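 active means B-score of the integrated fluorescence ratio above library mean plus 3 SD, and starting fluorescence ratio within library mean plus 5 SD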;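 further: higher score means more depolarization so channel activation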
TRPC6 inhibitor: mouse TRPC6 channel inhibition; HEK293-TRPC6, membrane potential dye, ACh-evoked depolarization; active compounds read low; B-score at 10 µM; hit rate 1.1% among 310,000;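 active means B-score under library mean minus 3 SD, initial fluorescence not abnormally high, positive integrated signal ratio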;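 further: B-score derived from integrated fluorescence ratio over the kinetic read; more negative B-score means stronger inhibition of depolarization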
TMEM16A act: activators or potentiators of mouse TMEM16A chloride channel. AID 623877. hit rate 0.3% among 340,000. B-score at 10 µM. HEK293 TMEM16A/YFP-H148Q/I152L, iodide quench fluorescence; active compounds read low;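 active means fluorescence-ratio B-score plate-corrected deviation score at least 3 library SD below zero, with starting fluorescence score within 5 deviations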;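 further: channel opened by trigger with iodide after compound preincubation; score built on the fluorescence ratio of max minus min over baseline; more negative score means more quench and so TMEM16A activation or potentiation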
TRPC4 agonist: TRPC4 (mouse) channel activation | B-score at 10 µM | HEK293 TRPC4beta/mu-opioid, Fluo4 calcium fluorescence; active compounds read high | hit rate 0.49% among 310,000 | Q9QUQ5;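 active means B-score above 5 SD of library B-scores, and initial fluorescence ratio not above library mean plus 5 SD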;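 further: positive B-score marks a calcium rise read as TRPC4 activation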
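Assay system: HEK293 cells stably co-expressing mouse TRPC4beta and mu-opioid receptor / Timing: Fluo4 dye loading 45 min at room temperature, 110 s recording / Signal: Fluo4 calcium-sensitive dye fluorescence, kinetic, 1 Hz baseline / Read-out: integrated baseline-normalised fluorescence ratio, converted to per-well B score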
* = called active by the depositor; i = inactive; nt = not tested or not shown. An unsorted share of the library; 5.8% or so of the library scored in one or more.

SMILES	MrgX1 antagonist	TRPC4 block	MrgX1 ag	TRPC4 potent	MrgX1 PAM	RGS4 inh	ANO1 block	TRPC6 activator	TRPC6 inhibitor	TMEM16A act	TRPC4 agonist
COC(=O)c1cc2occc2n1CC(=O)Nc1ccc(OC)c(OC)c1	i	i	i	i	i	i	i	i	i	i	i
CCN(CC)CCOC(=O)c1ccc(NC(=O)CCCN2C(=O)S/C(=C/c3ccc(OC)cc3)C2=S)cc1	i	i	i	i	i	i	i	i	i	i	i
O=C(CCN1C(=O)c2cccc3cccc(c23)C1=O)NCc1ccco1	i	i	i	i	i	i	i	i	i	i	i
Cc1ccnc(SCCn2c(N3CCCCC3)nc3c2c(=O)n(C)c(=O)n3C)n1	i	i	i	i	i	i	i	i	i	i	i
COc1ccc2oc(=N)c(C(=O)Nc3ccccc3)cc2c1	i	nt	i	nt	i	nt	i	nt	nt	i	nt
CC(=O)c1cc2c(cc1NC(=O)CCn1cccc1)OCO2	i	i	i	i	i	i	i	i	i	i	i
CC1(C)NC(=O)N(CC(=O)Nc2cc(S(=O)(=O)N3CCOCC3)ccc2N2CCOCC2)C1=O	i	i	i	i	i	i	i	i	i	nt	i
CCc1noc(C)c1C(=O)Nc1nc(-c2ccc(OC)c(OC)c2)cs1	i	i	i	i	i	i	i	i	i	i	i
CC(C)[C@H](NC(=O)[C@@H]1CSCN1C(=O)OC(C)(C)C)C(=O)NCC1CCC(C(=O)O)CC1 (some centres not stated)	i	i	i	i	i	i	i	i	i	i	i
O=C(OCc1ccccc1F)c1cc2ccccc2cc1O	i	i	i	i	i	i	i	i	i	i	i
O=C(CO/N=C/c1ccccc1O)N1CCc2ccccc21	i	i	i	i	i	i	i	i	i	i	i
O=C(O)Cc1coc2ccc3ccccc3c12	i	i	i	i	i	i	i	i	i	i	i
COc1ccc2c(c1)nc(N)n2Cc1ccccc1	i	i	49*	i	i	i	i	i	i	i	i
NC(=O)CC(NC(=O)c1ccc(Br)cc1)c1ccc(NC2CCCCCCC2)c([N+](=O)[O-])c1 (configuration not stated)	i	i	i	i	i	i	i	i	i	i	i
COc1ccccc1NC(=O)Cc1noc(CSc2n[nH]c(N)n2)n1	i	i	i	i	i	i	i	i	i	i	i
Cc1ccc(S(=O)(=O)N(CC(=O)Nc2ccccc2-c2ccccc2)c2ccc(C)cc2C)cc1	i	i	i	i	i	i	i	i	i	i	i
CCOc1ccc(S(=O)(=O)N2CCCC(C(=O)NCCN3CCOCC3)C2)cc1Cl (configuration not stated)	i	i	i	i	i	i	i	i	i	i	i
O=C1CC2(CCCC2)C(=O)N1c1ccc(S(=O)(=O)NCC2CC2)cc1Cl	i	i	i	i	i	i	i	i	i	i	i
CN(Cc1ccccc1)c1ncnc2ccc(Br)cc12	i	i	i	i	i	i	i	i	i	i	i
Nc1nc(CSc2nc3ccccc3s2)nc(N2CCCCC2)n1	i	i	i	i	i	i	i	i	i	i	i
CC(=O)NC(CC(=O)Nc1ccc(S(=O)(=O)N2CCCC2)cc1)c1ccccc1 (configuration not stated)	i	i	i	i	i	i	i	i	i	i	i
O=C(N/N=C/c1ccc([N+](=O)[O-])o1)c1cn2ccc3ccccc3c2n1	i	i	i	i	i	i	i	i	i	i	i
CC1(C)CC(=O)C(C(=O)Cc2ccccc2[N+](=O)[O-])C(=O)C1	i	i	i	i	i	i	i	i	i	i	i
CNC(=O)/C(=C\c1ccc([N+](=O)[O-])cc1)NC(C)=O	i	i	i	i	i	i	i	i	i	i	i
O=C(C1Cc2ccccc2CN1S(=O)(=O)c1ccc(F)cc1)N1CCCCCC1 (configuration not stated)	i	i	i	i	i	i	i	i	i	i	i
CCCS(=O)(=O)c1c(S(=O)(=O)CCC)c2ccc(C(N)=O)cn2c1C(=O)c1ccc(F)cc1	i	i	i	i	i	i	i	i	i	i	i
O=C(NCCCn1ccnc1)c1cc(-c2cccc(O)c2)on1	i	i	i	i	i	i	i	i	i	i	i
O=C(Nc1ccncc1)c1cc(S(=O)(=O)N2CCCCC2)ccc1Cl	i	i	i	i	i	i	i	i	i	i	i
CC(=O)Nc1ccc(-c2csc(N/N=C(/C)c3ccccc3)n2)cc1	i	i	i	i	i	i	i	i	i	i	i
CCC(C)NC(=O)CCc1nnc2ccc(N3CCC(C)CC3)nn12 (configuration not stated)	i	i	i	i	i	i	i	i	i	i	i
CC(C)Oc1nc(-c2ccccc2Cl)nc2ccccc12	i	i	i	i	i	i	i	i	i	i	i
COc1ccc(Cc2nnc(SCC(=O)N3CCc4ccccc4C3)o2)cc1	i	i	i	i	i	i	i	i	i	i	i
COc1ccc(NC(=S)Nc2ncccc2C)cc1OC	i	i	i	i	i	i	i	i	i	i	i
CCC(CC)C(=O)c1c[nH]c(C(=O)O)c1	i	i	i	i	i	i	i	i	i	i	i
C=CCOc1ccc(/C=C2\SC(=S)N(NS(=O)(=O)c3ccc(C)cc3)C2=O)cc1	i	i	i	12*	i	i	100*	i	i	i	i
CCOCCCNC(=S)N1CCN(c2nc(-c3ccc(F)cc3)cs2)CC1	-6.4*	i	i	i	i	i	100*	i	i	i	i
CCCn1c(CNc2ccc(Br)cc2)nc2ccccc21	i	i	i	i	i	i	i	i	i	i	i
Cc1cc(C)c[n+](CC(=O)c2cc3ccccc3oc2=O)c1	i	i	i	i	i	i	i	i	i	i	i
COc1ccc(-n2nnnc2SCC#CCO)cc1	i	i	i	i	i	i	i	i	i	i	i
CC(C)c1cc(NC(=O)CCl)on1	i	i	i	i	i	i	i	i	i	i	i
O=C(CSc1nnc(NC(=O)c2ccccc2F)s1)NCC1CCCO1 (configuration not stated)	i	i	i	i	i	i	i	i	i	i	i
CSc1ccc(C(=O)N2CCc3ccc(NC(=O)c4ccccn4)cc3C2)cc1	i	i	i	i	i	i	i	i	i	i	i
C/C(=N\N=c1/scc(C)n1Cc1ccco1)c1cccc([N+](=O)[O-])c1	i	i	i	i	i	i	i	i	i	i	i
Cn1c(NC(=O)CC2CCCCC2)cc(=O)n(C)c1=O	i	i	i	i	i	i	i	i	i	i	i
COc1ccc(S(=O)(=O)/C(C#N)=C/Nc2cccc(OC)c2)cc1	i	i	i	i	i	i	i	i	i	i	i
CCc1ccc(C(=O)c2oc3nc(C)cc(C)c3c2N)cc1	i	i	i	i	i	i	i	i	i	i	i
CC(NC(=O)C1CCCN(S(=O)(=O)c2cccs2)C1)c1ccccc1 (configuration not stated)	i	i	i	i	i	i	i	i	i	i	i
CCN1C(=O)S/C(=C/c2ccsc2)C1=O	i	i	i	i	i	i	i	i	i	i	i
CCOC(=O)C1CCCN(c2c(NCCc3ccc(S(N)(=O)=O)cc3)c(=O)c2=O)C1 (configuration not stated)	i	i	i	i	i	i	i	i	i	i	i
Cc1cc(Br)ccc1NC(=O)CN(C)C(=O)c1cc([N+](=O)[O-])ccc1N1CCOCC1	i	i	i	i	i	i	i	i	i	i	i
COCCCNC(=O)CCc1c(C)c2cc3c(C)coc3cc2oc1=O	i	i	i	i	i	i	i	i	i	i	i
CNC(=O)c1nnn(Cc2ccccc2)c1NC(C)=O	i	i	i	i	i	i	i	i	i	i	i
Cc1ccc(NC(=O)C2CCN(S(=O)(=O)c3c(C)n[nH]c3C)CC2)c(C)c1	i	i	i	i	i	i	i	i	i	i	i
CC(C)S(=O)(=O)c1csc(C(=O)NN)c1-n1cccc1	i	i	i	i	i	i	i	i	i	i	i
Cc1ccc(CNCC(O)(c2ccccc2)c2ccc(F)cc2)cc1 (configuration not stated)	i	i	i	i	i	i	i	i	i	i	i
CC(C)Oc1ccc(S(=O)(=O)N2CCCCC2)cc1NC(=O)CN1C(=O)NC(C)(c2ccccc2)C1=O (configuration not stated)	i	i	i	i	i	i	i	i	i	i	i
Fc1cccc(NC(=S)NNc2ccccc2)c1	i	i	i	i	i	i	i	i	i	i	i
O=C(Cc1csc(Nc2nc(=S)[nH]c3ccccc23)n1)NCc1ccc(Cl)cc1	i	nt	i	i	i	i	i	i	i	i	i
CCOC(=O)C(=CNc1cc(C)nn1-c1ccc(C)cc1)C(=O)OCC	i	i	i	i	i	i	i	i	i	i	i
COc1ccccc1-c1ccc(/C=C2\C=CC(=O)O2)o1	i	i	91*	i	i	i	i	31*	i	i	i
Additional results
SMILES	MrgX1 antagonist	TRPC4 block	MrgX1 ag	TRPC4 potent	MrgX1 PAM	RGS4 inh	ANO1 block	TRPC6 activator	TRPC6 inhibitor	TMEM16A act	TRPC4 agonist
O=C(O)C1CCCN1S(=O)(=O)c1cc(Cl)ccc1Cl (configuration not stated)	i	i	i	i	i	i	i	i	i	i	i
O=C(CS(=O)CC(=O)Nc1cnc2ccccc2c1)Nc1ccc(Cl)cc1 (configuration not stated)	i	i	i	i	i	i	i	i	i	i	i
O=C(O)C1CCCCC1C(=O)Nc1ccc(F)cc1F (configuration not stated)	i	i	i	i	i	i	i	i	i	i	i
O=C(Nc1cccc(NC(=O)c2cccs2)c1)c1ccc(Br)cc1	i	i	i	i	i	i	i	i	i	i	i
Cc1ccc2cc(C#N)c(NCc3ccccc3)nc2c1	i	i	i	i	i	i	i	i	i	i	i
Oc1ccc(Br)cc1/C=N/n1c(C2CCCCC2)n[nH]c1=S	i	i	i	i	i	5.7*	i	i	i	i	i
CC1(C)COC(c2cccn2Cc2ccccc2Cl)=N1	i	i	i	i	i	i	i	i	i	i	i
O=C(C1CC(=O)N(c2ccc(F)cc2)C1)N1CCC(c2nc3ccccc3[nH]2)CC1 (configuration not stated)	i	i	i	i	i	i	i	i	i	i	i
Cc1cc2cc(C)c(NCCNC(=O)c3ccccc3Cl)nc2cc1C	i	i	i	i	i	i	i	i	i	i	i
Cc1cc(C)cc(C(=O)O/N=C(\N)c2ccc(Br)cc2)c1	i	i	i	i	i	i	i	i	i	i	i
